# KLF5 inhibitor: inhibitors of KLF5 expression. DLD-1 KLF5 promoter-luciferase reporter, luminescence. inhibition, % at 5 µM. AID 1700. 290,000 tested, 0.23% active;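 active = inhibition above a per-plate limit of that plate's mean compound inhibition plus 3 SD, cut at about 60% in these data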;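 also: 0% = DMSO wells and 100% = LY294002 at 200 µM; higher means less KLF5 promoter-driven luciferase light; inactives centre near -14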
# HSF1 activator: increases HSF-1 driven luciferase reporter signal; NIH3T3-HGL HSF-1 luciferase reporter, MG132, 8 h; 100% = twice DMSO control signal; activation, % at 9 µM; 300,000 tested, 1.7% active;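 active = mean replicate activation of at least 50% with a set share of replicates each reaching 50%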;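 also: 0% = median of the neutral control wells and 100% = twice that signal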
# aSyn 5UTR inh: MLPCN primary screen, SNCA 5' untranslated region; alpha-synuclein 5'UTR reporter, inhibitor activity; inhibition, % (tested at 7.5 µM); 300,000 tested, 0.82% active; in the data active = inhibition above about 60%;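 also: H4 neuroglioblastoma cells stably carrying SNCA 5'UTR luciferase fusion; 0% = DMSO wells and 100% = positive control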
# Platelet DG rel: platelet dense granule release activity. human platelet-rich plasma, SFLLRN dense granule ATP release, luminescence. inhibition, %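 (compounds screened at 7.5 µM in platelet-rich plasma)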. 300,000 tested, 0.22% active. AID 1663;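 active = mean replicate score, as percent of positive control, at or above 50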
# GSK3 alpha inh: blocks human GSK-3 alpha kinase; P49840; ADP-Glo luminescence, 60 min; inhibition, % at 10 µM; 320,000 tested, 0.1% active; AID 2650;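 in the data active = inhibition above about 50%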;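 also: GST-tagged GSK-3 alpha with peptide substrate and 25 µM ATP; 0% = DMSO neutral wells and 100% = GW8510 positive control wells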
# Target sequence (P49840 whole entry, looked up): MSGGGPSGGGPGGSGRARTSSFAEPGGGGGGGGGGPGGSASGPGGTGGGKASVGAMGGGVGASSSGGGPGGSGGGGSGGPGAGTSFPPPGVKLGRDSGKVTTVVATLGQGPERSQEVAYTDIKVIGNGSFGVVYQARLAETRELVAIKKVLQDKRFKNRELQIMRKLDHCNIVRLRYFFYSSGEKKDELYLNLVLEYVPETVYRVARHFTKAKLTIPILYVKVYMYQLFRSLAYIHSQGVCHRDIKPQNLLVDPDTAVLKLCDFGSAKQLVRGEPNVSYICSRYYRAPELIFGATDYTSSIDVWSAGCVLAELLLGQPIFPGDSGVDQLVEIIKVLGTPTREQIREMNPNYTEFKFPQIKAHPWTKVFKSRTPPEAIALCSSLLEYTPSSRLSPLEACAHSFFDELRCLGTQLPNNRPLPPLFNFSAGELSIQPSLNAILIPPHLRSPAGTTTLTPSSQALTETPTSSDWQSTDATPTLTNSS
# DYRK1A inh: blocks rat Dyrk1A kinase activity; Q63470; ADP-Glo luminescence, NFATc1 peptide; inhibition, % at 12.5 µM; 310,000 tested, 0.43% active; AID 504441; in the data active = inhibition above about 50%;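 also: plate controls were vehicle with enzyme for no effect and no enzyme for full effect; many of its hits are not listed in these tables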
# IEC-6 cytotox: kills IEC-6 intestinal cells in KLF5 counter-screen; IEC-6 cytotoxicity, luminescence viability; inhibition, % at 5 µM; 290,000 tested, 0.78% active; in the data active = inhibition above about 22%;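 also: 0% = plate median of test compound wells and 100% = cytotoxic reference compound wells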
# HSF1 inh: HSF1 inhibition. activity change, negative = inhibition, % at 7.5 µM (by protocol). AID 2098. 300,000 tested, 0.77% active. NIH3T3-HGL HSE-luciferase, MG132-induced, luminescence 8 h; stronger effect = lower value;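 active = more than half of replicate wells show activity change below -50%, luminescence cut by over half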;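 also: luciferase reports HSF-1 transcriptional activity via heat shock element; 0% = median of DMSO wells and -100% = zero luminescence signal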
# GSK3B inh: inhibitors of human GSK3beta kinase; P49841; GST-GSK3beta kinase, ADP-Glo luminescence, 60 min; stronger effect = lower value; activity score (negative = inhibition), % at 10 µM; 300,000 tested, 0.038% active; AID 2097;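 active = more than half of replicate wells score below -50%, meaning over 50% inhibition versus plate controls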;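 also: 0% = median DMSO wells and -100% = median GW8510 positive control wells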
# Target sequence (P49841 whole entry, looked up): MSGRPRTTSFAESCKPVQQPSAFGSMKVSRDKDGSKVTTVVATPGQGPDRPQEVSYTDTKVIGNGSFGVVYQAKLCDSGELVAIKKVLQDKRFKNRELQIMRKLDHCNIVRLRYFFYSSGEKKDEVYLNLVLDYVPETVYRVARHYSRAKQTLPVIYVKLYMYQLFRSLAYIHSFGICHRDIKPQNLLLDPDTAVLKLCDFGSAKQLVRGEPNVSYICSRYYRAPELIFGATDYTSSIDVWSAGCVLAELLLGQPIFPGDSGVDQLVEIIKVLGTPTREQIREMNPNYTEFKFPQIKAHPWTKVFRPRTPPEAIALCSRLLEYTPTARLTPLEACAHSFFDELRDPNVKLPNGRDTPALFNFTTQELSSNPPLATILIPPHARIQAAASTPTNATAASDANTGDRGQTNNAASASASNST
#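 Test system: GST-fused GSK3beta enzyme, cell-free | Quantity: 1.6 ng GST-GSK3beta enzyme per well | Reagent: 25 µM ATP with peptide substrate | Schedule: 60 min enzyme reaction, room temperature | Signal: Luminescent ADP-Glo measurement of ADP formed | Read-out basis: Score relative to plate controls | Control set: DMSO and 20 µM GW8510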
# HSP90 refold inh: HSP90 refolding inhibition in rabbit reticulocyte lysate; luciferase refolding luminescence, 3 h; inhibition, % at 5.6 µM; 290,000 tested, 0.91% active;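 active = inhibition above the screen-wide mean plus 3 SD, computed separately per campaign, cut at about 16% in these data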;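 also: 0% = DMSO wells and 100% = 60 µM geldanamycin wells; inhibitors lower the luminescence because luciferase stays unfolded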
# The depositor's hits bear a star; x = no result given. A portion of the library; the hit share may differ from the screen's.
# Sequence of screens – KLF5 inhibitor	HSF1 activator	aSyn 5UTR inh	Platelet DG rel	GSK3 alpha inh	DYRK1A inh	IEC-6 cytotox	HSF1 inh	GSK3B inh	HSP90 refold inh
Cc1ccc(C(=O)NNC(=O)CCC(=O)NCc2ccccc2)cc1Br
  -49	x	x	x	x	4	-1	x	-1	-2
CCOC(=O)c1ccc(N2CCN(c3ccc(F)cc3)CC2)c(NC(=O)Nc2cccc(OC)c2)c1
  -38	-15	8	2	-1	-4	0	-4	2	1
Cc1occc1C(=O)N1CCCC(N2CCN(c3cccc(C(F)(F)F)c3)CC2)C1 (stereo not drawn)
  -30	17	10	-7	0	0	-5	2	-1	-4
O=C1C2CC=CCC2C(=O)N1c1ccc(NCCc2ccccc2F)c([N+](=O)[O-])c1 (stereo not drawn)
  -38	64*	-42	19	-2	-1	-3	37	-4	-6
O=[N+]([O-])c1cccc(-c2cn3nc(-c4ccccc4)c(-c4ccccc4)nc3n2)c1
  -13	-37	-24	-1	0	-3	-5	-24	2	0
CCOc1ccc2nc(Cl)c(C3CC(c4ccco4)=NN3S(C)(=O)=O)cc2c1 (stereo not drawn)
  -20	9	11	11	-4	-4	1	7	-2	-1
COc1cccc(/C=N/NC(=S)NCCc2ccccc2)c1
  -5	-1	-19	1	-1	5	0	8	-1	-4
O=C(O)Cc1csc(Nc2cccc(Cl)c2)n1
  -8	3	-30	19	0	4	-1	-2	0	-3
CC1=NN(C(C)C)C(=O)C1
  -6	8	4	4	-4	1	1	-6	2	7
NC(=O)CC(NC(=O)Cc1cccc2ccccc12)c1ccc(NCCc2cccc(F)c2)c([N+](=O)[O-])c1 (stereo not drawn)
  x	0	22	-2	-1	3	x	11	1	x
O=C(c1nc2ccccc2[nH]1)c1ccccc1[N+](=O)[O-]
  -19	15	-74	-4	16	22	-3	12	-3	-1
COc1cccc(CSc2nc(N)cc(N)n2)c1
  -6	43	2	17	0	11	10	17	0	0
COc1ccc(N(C)C(=O)c2ccc3nc(-c4ccccc4)c(-c4ccccc4)nc3c2)cc1
  -3	6	40	3	7	2	1	8	-3	4
Cc1cccc(NC(NC(=O)c2cccnc2)C(Cl)(Cl)Cl)c1 (stereo not drawn)
  -29	6	-3	2	0	-3	2	-2	-2	-6
O=C(O)CC(C(=O)Nc1ccc(Cl)cc1)N1CCCCCC1 (stereo not drawn)
  0	-1	12	0	-1	10	-6	-2	-1	0
CCCCc1cc(=O)oc2cc(OC(C)C(=O)NCCN3CCOCC3)c(Cl)cc12 (stereo not drawn)
  -27	8	1	7	1	0	-3	-2	5	0
CC(=O)c1ccc(OCC(=O)Nc2ccc3nc(C)sc3c2)cc1
  -19	6	-13	7	-2	x	7	-8	-1	2
O=c1[nH]c(SCc2ccccc2)nc2[nH]ncc12
  -19	-1	-11	11	-1	-3	7	8	-5	0
CCOC(=O)c1cccc(NC(=O)C2CCCN(S(=O)(=O)c3cnc[nH]3)C2)c1 (stereo not drawn)
  3	6	6	0	-1	12	9	5	-1	4
CC1(C)Cc2nc3sc4c(=O)n(CC(N)=O)cnc4c3cc2CO1
  -34	9	-18	4	0	7	2	8	1	-1
Oc1ccccc1OCCOc1ccccc1OCCOc1ccccc1O
  -9	x	-5	-3	-3	-1	0	x	0	-3
CC1(C(O)(C#CC[N+]2(C)CCCCC2)c2ccccc2)CCCC1 (stereo not drawn)
  -36	7	7	2	-2	-2	-2	-2	1	1
O=[N+]([O-])c1ccc2nc(NS(=O)(=O)c3ccc(Cl)cc3)sc2c1
  -27	20	20	4	-3	-9	1	-4	-4	-2
COc1ccc(S(=O)(=O)N(C)C)cc1NC(=O)Cc1c[nH]c2ccccc12
  -19	20	14	-2	0	-6	6	4	3	6
CC1=NN(c2ccccc2)C(=O)C1(C)[N+](=O)[O-] (stereo not drawn)
  -23	-3	16	-2	-12	-3	2	-9	4	1
CCNC(=S)N(CCc1c(C)[nH]c2ccc(F)cc12)Cc1cccnc1
  -13	-20	-7	15	2	1	-2	2	-11	-2
O=C(NCc1ccc2c(c1)OCO2)C1CCCN1C(=O)Nc1ccc(Cl)cc1 (stereo not drawn)
  -10	10	14	-2	-1	-4	-4	0	1	-2
CC(OC(=O)[C@H](C)NC(=O)c1ccccc1Cl)C(=O)NCc1ccc2c(c1)OCO2 (stereo partly drawn)
  x	3	-2	-2	-1	0	x	1	-1	x
CC1(c2ccccc2)NC(=O)N(CCOc2ccccc2)C1=O (stereo not drawn)
  -16	3	8	1	-1	-3	0	4	2	1
Cc1ccc(CN(CC(=O)NCc2ccc3c(c2)OCO3)C(=O)c2csnn2)cc1
  3	4	-5	0	-2	x	-2	-10	-2	-1
COc1ccc(-c2nn(-c3ccccc3)cc2C(=O)O)cc1OC
  -16	6	3	-2	-4	0	4	-7	0	6
CCCOc1ccc(/C=N/NC(=O)CN(c2ccc(OCC)cc2)S(C)(=O)=O)cc1
  3	-20	-8	0	-3	3	1	-3	2	1
COc1cc(C(=O)Nc2nnc(SCC(=O)NCC3CCCO3)s2)cc(OC)c1OC (stereo not drawn)
  -14	-2	-5	-6	-1	-14	1	0	-2	-1
CCCSc1ccc(C(=O)Nc2ccc(F)cc2F)cn1
  -21	5	-87	13	0	0	-4	19	0	-1
CCN(CC)CC(=O)Nc1c(C#N)cnn1-c1ccccc1
  -3	1	-11	-2	0	7	6	-3	0	1
CN1C(=O)c2cccc3c(Cl)ccc(c23)C1=O
  -25	36	3	-2	-4	22	0	8	2	1
CCNc1nc(NCC)n2c(SC(C)C(=O)c3ccc(C)cc3)nnc2n1 (stereo not drawn)
  -21	-38	-8	-7	1	-3	-3	-19	-2	7
O=C(CC1CC2CCC1C2)NCc1cccs1 (stereo not drawn)
  -9	11	-53	-5	-1	5	3	0	1	0
CC(C)Cn1c(SCC(=O)NC(=O)Nc2ccc3c(c2)OCCO3)nc2ccccc2c1=O
  5	36	-3	1	1	-6	6	1	0	6
Fc1ccc(C2=CC(c3ccc(Br)o3)n3ncnc3N2)cc1 (stereo not drawn)
  0	x	x	x	0	-3	4	x	x	2

# Complete entries as entered above. Order of values: KLF5 inhibitor	HSF1 activator	aSyn 5UTR inh	Platelet DG rel	GSK3 alpha inh	DYRK1A inh	IEC-6 cytotox	HSF1 inh	GSK3B inh	HSP90 refold inh
# CCNc1nc(NCC)n2c(SC(C)C(=O)c3ccc(C)cc3)nnc2n1 (stereo not drawn) as listed: -21	-38	-8	-7	1	-3	-3	-19	-2	7
# COc1ccc(N(C)C(=O)c2ccc3nc(-c4ccccc4)c(-c4ccccc4)nc3c2)cc1 as listed: -3	6	40	3	7	2	1	8	-3	4
# Cc1cccc(NC(NC(=O)c2cccnc2)C(Cl)(Cl)Cl)c1 (stereo not drawn) as listed: -29	6	-3	2	0	-3	2	-2	-2	-6

# Returning to the listing with the 4 entries that preceded the break.
Molecule | KLF5 inhibitor | HSF1 activator | aSyn 5UTR inh | Platelet DG rel | GSK3 alpha inh | DYRK1A inh | IEC-6 cytotox | HSF1 inh | GSK3B inh | HSP90 refold inh
CCNc1nc(NCC)n2c(SC(C)C(=O)c3ccc(C)cc3)nnc2n1 (stereo not drawn) | -21 | -38 | -8 | -7 | 1 | -3 | -3 | -19 | -2 | 7
O=C(CC1CC2CCC1C2)NCc1cccs1 (stereo not drawn) | -9 | 11 | -53 | -5 | -1 | 5 | 3 | 0 | 1 | 0
CC(C)Cn1c(SCC(=O)NC(=O)Nc2ccc3c(c2)OCCO3)nc2ccccc2c1=O | 5 | 36 | -3 | 1 | 1 | -6 | 6 | 1 | 0 | 6
Fc1ccc(C2=CC(c3ccc(Br)o3)n3ncnc3N2)cc1 (stereo not drawn) | 0 | x | x | x | 0 | -3 | 4 | x | x | 2
Cc1c(C(=O)NCc2n[nH]c(=S)n2-c2ccc(F)cc2)cccc1[N+](=O)[O-] | -36 | x | 11 | 0 | -1 | -8 | 6 | x | 0 | 1
CCn1c2ccccc2c2cc(NC(=O)COC(=O)c3ccc(NC(=O)CC#N)cc3)ccc21 | x | -9 | 2 | 3 | -1 | 7 | x | -7 | 0 | x
CCOc1ccccc1CSc1nc2ccccc2[nH]1 | 1 | 13 | -6 | -10 | -1 | 3 | 11 | 12 | 3 | 0
Cc1ccc(-c2csc(N/N=C/c3ccco3)n2)cc1 | -22 | 13 | -232 | 4 | -6 | -7 | -4 | 1 | 2 | 4
Cc1ccc(C)c(NS(=O)(=O)c2ccc3c(c2)Cc2cc(S(=O)(=O)Nc4cc(C)ccc4C)ccc2-3)c1 | -17 | x | x | x | -1 | -5 | -3 | x | x | -7
CCNc1c(NS(=O)(=O)c2ccc(OC)c(Cl)c2)c(=O)oc2ccccc12 | -10 | -11 | -2 | 11 | -7 | 0 | -3 | -3 | 3 | -2
N#CCCn1cc(C(=O)O)c(-c2ccc3ccccc3c2)n1 | 4 | -8 | -5 | 23 | -3 | 0 | 5 | -4 | -4 | 2
CC(=O)c1cccc(NC(=O)CSc2ccc(-c3ccc4c(c3)OCO4)nn2)c1 | 9 | 25 | -87 | 5 | -2 | -15 | 9 | 17 | 0 | 1
CCCCCc1nnc(NC(=O)C2CCCO2)s1 (stereo not drawn) | -61 | 25 | -90 | 12 | -1 | -4 | -6 | 4 | 2 | 6
CCOC(=O)N1CCN(c2cccc(C)c2C)CC1 | -11 | -9 | 3 | -30 | 1 | 5 | 1 | -1 | 2 | -2
CC(=O)N(c1cccc(Cl)c1)c1nc(C)cc(C)c1C#N | 3 | 6 | 27 | -5 | 1 | -1 | 2 | -6 | -5 | 6
COc1cc(-c2noc(-c3ccccc3C(=O)NCc3ccco3)n2)cc(OC)c1OC | 6 | -4 | -4 | 10 | 2 | -5 | -9 | -3 | 0 | -1
CCCc1cc(=O)[nH]c2nnc(SCC(=O)Nc3ccc(C(C)=O)cc3)n12 | x | 12 | -9 | -2 | 0 | -13 | x | -6 | -3 | x
COc1ccc(-c2cc(C(=O)N/N=C/c3sccc3C)c3ccccc3n2)c(OC)c1 | 5 | 42 | 13 | 1 | -4 | -3 | -2 | 24 | -1 | 4
COc1ccc(CCN(Cc2ccccn2)C(=S)Nc2ccc(C)cc2)cc1OC | -14 | -2 | 0 | -1 | -3 | -1 | -6 | 3 | 3 | 0
CCCCN(CCCC)c1cn[nH]c(=O)c1Cl | -10 | -5 | 2 | 13 | 39 | 19 | -3 | -3 | -2 | 0
COC(=O)c1cccc(Nc2ccc([N+](=O)[O-])cn2)c1 | 17 | 7 | -29 | 3 | 2 | -4 | 7 | 9 | -1 | 0

# Assay outcomes deposited in PubChem BioAssay by several laboratories.
